Source: PubChem (several laboratories)
PriA SSB inh: inhibitors of Klebsiella pneumoniae PriA binding to SSB C-terminal tail, primary screen, biochemical, AlphaScreen; PriA–SSB C-terminal tail interaction (Klebsiella pneumoniae); AlphaScreen SSBct-PriA binding, biotinylated peptide; inhibition, % at 33 µM; 0.6% of 430,000 active; AID 1272365, 2023; in the data active means inhibition mostly above about 37%, no sharp cut-off; inactive means mostly below about 20%;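 further: plate controls were negative control peptide for no effect and reference peptide for full effect; strong numbers were not always called active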
CCHF vOTU inh: CCHFV vOTU protease inhibitors, primary screen, biochemical, Pep-AMC substrate, fluorescence | 0.55% of 370,000 active | AID 651958, 2012 | inhibition, % at 11.5 µM; in the data active means inhibition above about 30%; further: 0% = vehicle wells with enzyme and 100% = no enzyme wells
MazEF act: activators of E. coli MazEF toxin-antitoxin RNase, primary screen, biochemical, fluorescence, uHTS | FAM/BHQ RNA-DNA oligo cleavage fluorescence, 5 h | activation, % at 20 µM | 0.32% of 350,000 active | AID 504720, 2011; in the data active means activation above about 50%
Rv3671c protease: Rv3671c serine protease inhibitors, primary screen, biochemical, fluorescence polarization, M. tuberculosis H37Rv | 0.048% of 320,000 active | inhibition, % at 5.96 µM; in the data active means inhibition above about 38%;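 further: extracellular domain of Rv3671c used as enzyme; 0% = enzyme with DMSO and 100% = no enzyme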
PrPC TRFRET: inhibitors of human cell surface prion protein PrPC, primary screen, cell-based, TR-FRET; Major prion protein (Homo sapiens), P04156; TR-FRET read-out; inhibition, % at 13.8 µM; 0.43% of 370,000 active; in the data active means inhibition above about 24%; further: 0% = median of the test wells and 100% = reference compound wells
Y pestis TopoI: Yersinia pestis topoisomerase I inhibitors, primary screen, biochemical, cleavage product accumulation, plate reader, single point; AID 504884, 2011; 0.064% of 360,000 active; activity, % at 10 µM; Y. pestis Topo-I cleavage product accumulation; in the data active means activity above about 50%, passing the limit was not always enough; inconclusive means no clear call, values can overlap the other calls; further: inactives centre near 2
VHR inh abs: VHR1 phosphatase inhibitors, primary screen, biochemical, absorbance, uHTS. Dual specificity protein phosphatase 3 (Homo sapiens), P51452. recombinant VHR phosphatase, pNPP absorbance. inhibition, % at 13.3 µM. 0.52% of 290,000 active; in the data active means inhibition above about 50%; further: some compounds called inactive have numbers as strong as hits
Vc quorum ag: inducers of Vibrio cholerae quorum light production without autoinducers, primary screen, BH1578 luxS cqsA deficient, single point | activation, % at 18.7 µM | 0.16% of 350,000 active | V. cholerae BH1578 lux reporter, luminescence, 6 h; in the data active means activation mostly above about 9.7%, no sharp cut-off; inconclusive means no clear call, values can overlap the other calls; inactive means mostly below about 3.7%; further: not every result past the cut was called active; inactives centre near 0; reference of the scale not given here
3CLpro inhibitor: SARS-CoV 3CLpro protease inhibitors, primary screen, biochemical, quenched FRET; inhibition, % at 6 µM; recombinant SARS-CoV 3CLpro, quenched FRET peptide cleavage; Replicase polyprotein 1ab (Severe acute respiratory syndrome coronavirus), P0C6X7; 0.14% of 290,000 active; AID 1706, 2009; in the data active means inhibition above about 12%
TcdB inh: TcdB glycohydrolase inhibitors, primary screen, biochemical, single point, plate reader | TcdB glycohydrolase enzymatic assay | inhibition, % at 9.99 µM | Toxin B (Clostridioides difficile), P18177 | 0.24% of 350,000 active; in the data active means inhibition above about 10%
Numbers without * were called inactive; i = inactive; ? = inconclusive; . = not tested or not shown; & = joins results of further samples. An excerpt; the hit share may differ from the screen's.

nr	smiles	PrPC TRFRET	Rv3671c protease	CCHF vOTU inh	Vc quorum ag	PriA SSB inh
1	COc1ccc(OC)c2c(C)cc(C)nc12	3	2	-12	-0.3	-13
2	CCc1[nH]nc2c1C1(C(=O)N(Cc3ccccc3)c3ccccc31)C(C#N)=C(N)O2 (stereo unspecified)	1	-11	-9	-5.9	22
3	Cc1cc(C)c(N=Cc2c(O)c3ccccc3oc2=O)c(C)c1	1	11	-2	i	-5
4	O=C(NC1CCCCC1)C(c1c(F)cccc1Cl)N(C(=O)c1csnn1)C1CC1 (stereo unspecified)	-2	2	-6	-4.8	-8
5	O=C(Nc1ccc(Cc2ccncc2)cc1)c1ccc(Br)o1	1	4	0	.	-11
6	O=C(c1cnn2c(C(F)(F)F)cc(-c3ccccc3)nc12)N1CCCc2ccccc21	-1	7	2	-3.8	-17
7	CC1CCCN(C(=O)c2ccc3c(=O)n4nc(Nc5ccccc5)sc4nc3c2)C1 (stereo unspecified)	2	.	12	i	.
8	Cc1nc(NC(=O)CN2CCOCC2)sc1-c1ccccc1	-1	2	-6	i	10
9	O=C(COC(=O)C(c1ccccc1)c1ccccc1)NCc1ccco1	3	2	-6	i	-14
10	Cc1cccc(CCNC(=O)c2cc(S(=O)(=O)N3CCCCC3)c[nH]2)c1	7	-16	7	-0.2	-2
11	CCOC(=O)CSc1nc(Cc2ccccc2)nc2ccccc12	64*	-1	-2	i	-34
12	CC(=O)Nc1ccc(NC(=O)CSc2nc3[nH]ncc3c(=O)n2-c2ccccc2)cc1	-3	-4	-11	i	-26

nr	3CLpro inhibitor	TcdB inh	Y pestis TopoI	MazEF act	VHR inh abs
1	-1	.	1	13	91
2	0	0.2	17	10	-12
3	1	0.5	-2	10	30
4	0	1.2	7	2	39
5	4	.	7	8	24
6	4	-2.3	-9	-2	19
7	.	-0.5	17	7	.
8	-3	.	3	4	15
9	-3	0.7	19	1	5
10	3	-1.6	16	8	-6
11	-1	1.6	?	-10	26
12	-4	0.8	2	-9	8

5 entries from above, with two lines to a compound.
Each structure is followed by: PrPC TRFRET | Rv3671c protease | CCHF vOTU inh | Vc quorum ag | PriA SSB inh | 3CLpro inhibitor | TcdB inh | Y pestis TopoI | MazEF act | VHR inh abs
[3] Cc1cc(C)c(N=Cc2c(O)c3ccccc3oc2=O)c(C)c1
→ 1 | 11 | -2 | i | -5 | 1 | 0.5 | -2 | 10 | 30
[4] O=C(NC1CCCCC1)C(c1c(F)cccc1Cl)N(C(=O)c1csnn1)C1CC1 (stereo unspecified)
→ -2 | 2 | -6 | -4.8 | -8 | 0 | 1.2 | 7 | 2 | 39
[5] O=C(Nc1ccc(Cc2ccncc2)cc1)c1ccc(Br)o1
→ 1 | 4 | 0 | . | -11 | 4 | . | 7 | 8 | 24
[6] O=C(c1cnn2c(C(F)(F)F)cc(-c3ccccc3)nc12)N1CCCc2ccccc21
→ -1 | 7 | 2 | -3.8 | -17 | 4 | -2.3 | -9 | -2 | 19
[7] CC1CCCN(C(=O)c2ccc3c(=O)n4nc(Nc5ccccc5)sc4nc3c2)C1 (stereo unspecified)
→ 2 | . | 12 | i | . | . | -0.5 | 17 | 7 | .

Next records
nr	smiles	PrPC TRFRET	Rv3671c protease	CCHF vOTU inh	Vc quorum ag	PriA SSB inh
13	N=c1c(C(=O)NCC2CCCO2)cc2c(=O)n3ccccc3nc2n1C1CCCCC1 (stereo unspecified)	-21	-2	-142	-0.3	-5
14	COc1ccc(NC(=S)NCCc2ccccc2OC)c(OC)c1	4	0	0	-0.2	13
15	O=C1[C@H]2[C@H](C=CC[C@H]2C(=O)N2CCOCC2)CCN1Cc1ccccc1	2	-1	-4	2.9	-3
16	CCOc1ccc(NS(=O)(=O)c2ccc(C(=O)NCC(c3ccc(OC)cc3)N3CCOCC3)cc2)cc1 (stereo unspecified)	-2	-3	4	-0.3	4
17	NS(=O)(=O)c1ccc(CNC(=O)c2cc(-c3ccccn3)nc3ccc(Cl)cc23)cc1	1	-12	-8	0.2	-18
18	CC(C)(C)C(=O)OCc1nc(-c2ccc(O)c(O)c2)cs1	-3	-2	-9	-0.4	14
19	CC(C)C(NC(=O)c1cccs1)c1nnc(SCC(=O)Nc2nccs2)n1C (stereo unspecified)	2	-5	-6	i	1
20	O=C(c1cc(COc2ccc(F)c(F)c2)on1)N1CCN(C/C=C/c2ccccc2)CC1	-5	.	12	-0.5	-8
21	CNC(=O)CSc1nnc(-c2ccccc2F)n1CCc1ccccc1	7	5	-1	-0.4	6
22	Cc1ccc(NC(=O)C2CCN(S(=O)(=O)c3ccc4c(c3)OCCO4)CC2)c(O)c1	3	1	-7	-1.4	11
23	CC(C)(S)[C@@H](N)C(=O)O	-2	5	-5	9.7	-18
24	CN(CCc1ccccc1)C(=O)c1ccc(NC(=O)Cc2ccc(NC(=O)C3CCCN(C(=O)c4ccccc4)C3)cc2)cc1 (stereo unspecified)	5	.	13	1.0	-11

nr	3CLpro inhibitor	TcdB inh	Y pestis TopoI	MazEF act	VHR inh abs
13	2	-0.9	2	3	-7
14	7	.	19	11	10
15	.	1.6	0	4	.
16	.	0.2	3	0	.
17	-1	1.0	2	6	4
18	-1	-2.2	-6	0	-4
19	1	0.9	-7	4	2
20	1	1.6	12	0	6
21	5	1.6	-5	11	-1
22	.	1.4	1	6	.
23	2	0.8	1	4	20
24	.	1.0	27	-1	.

Single records (already shown).
`CCc1[nH]nc2c1C1(C(=O)N(Cc3ccccc3)c3ccccc31)C(C#N)=C(N)O2` (stereo unspecified) across the screens: PrPC TRFRET = 1; Rv3671c protease = -11; CCHF vOTU inh = -9; Vc quorum ag = -5.9; PriA SSB inh = 22; 3CLpro inhibitor = 0; TcdB inh = 0.2; Y pestis TopoI = 17; MazEF act = 10; VHR inh abs = -12
`N=c1c(C(=O)NCC2CCCO2)cc2c(=O)n3ccccc3nc2n1C1CCCCC1` (stereo unspecified) across the screens: PrPC TRFRET = -21; Rv3671c protease = -2; CCHF vOTU inh = -142; Vc quorum ag = -0.3; PriA SSB inh = -5; 3CLpro inhibitor = 2; TcdB inh = -0.9; Y pestis TopoI = 2; MazEF act = 3; VHR inh abs = -7

Individual results from the entries so far:
Entry for compound 17 in 3CLpro inhibitor: -1
Entry for compound 20 in PriA SSB inh: -8
Entry for compound 16 in PrPC TRFRET: -2

Carrying on.
nr	smiles	PrPC TRFRET	Rv3671c protease	CCHF vOTU inh	Vc quorum ag	PriA SSB inh
25	CCN(CC)c1ccc(NC(=O)CNCc2ccccc2Cl)c(C)c1	-2	5	23	-15	31
26	COC(=O)c1ccc2c(c1)C(C)(C)C(/C=C/c1ccccc1O)=[N+]2C	4	-351	-45	-0.3	-7
27	COc1cc(C(=O)NCC(C)(C)CNC(=O)c2cc(OC)c(OC)c(OC)c2)cc(OC)c1OC	8	-6	13	-4.3	4
28	Cc1noc(C)c1CSCc1ccc(Cl)cc1	13	1	0	i	-23
29	CC(C)c1ccc(C(N)=S)cc1	-2	-6	8	.	8
30	COc1ccc(CNC(=O)COC(=O)/C=C/c2ccc(S(=O)(=O)N3CCOCC3)cc2)cc1	-2	7	-1	-0.9	-3
31	COc1ccccc1NC(=O)Nc1nnc(C(C)c2ccccc2)s1 (stereo unspecified)	14	-9	-2	-1.3	-3
32	O=C(COC(=O)c1ccco1)Nc1cc(S(=O)(=O)N2CCCCC2)ccc1Cl	7	3	-14	i	-19
33	CCCn1c(SCC(=O)Nc2nc(C)cs2)nnc1-c1cccnc1	2	-1	-2	-0.7	-2
34	O=c1cc(CSc2nnnn2-c2ccccc2)nc2nc[nH]n12	-3	-2	6	-0.3	1
35	CCN1CCN(C(=O)C(C)N(c2ccc(C)cc2)S(C)(=O)=O)CC1 (stereo unspecified)	-6	4	3	-3.2	-21
36	CCN(C(=O)c1cccc(NC(=O)c2ccccc2)c1)C1CCCCC1	-2	-6	12	-1.7	7

nr	3CLpro inhibitor	TcdB inh	Y pestis TopoI	MazEF act	VHR inh abs
25	-5	-7.1	24	-7	4
26	6	.	-23	-118	8
27	-4	-0.8	39	3	-16
28	5	0.5	18	-1	8
29	-1	1.0	-2	4	9
30	-1	1.9	24	-2	32
31	2	1.0	14	5	18
32	.	1.5	9	0	.
33	-5	6.1	5	10	8
34	1	.	-7	9	-9
35	-3	.	-5	10	0
36	3	-0.5	12	0	19

(listing goes on)
nr	smiles	PrPC TRFRET	Rv3671c protease	CCHF vOTU inh	Vc quorum ag	PriA SSB inh
37	COc1ccc(CCN2C(=O)C3C4CC(C5C(C(=O)O)=NOC45)C3C2=O)cc1OC (stereo unspecified)	1	3	13	-5.9	-20
38	CCc1nnc(NC(=O)c2ccc3ccccc3n2)s1	-2	5	6	-0.9	-10
39	Cc1ccc(S(=O)(=O)NCC(=O)NCC(=O)N(C)Cc2ccc(Br)s2)cc1C	-7	.	3	1.3	.
40	CC(C)NC(=O)N(C)C[C@H]1Oc2c(NC(=O)C3CCCCC3)cccc2C(=O)N([C@H](C)CO)C[C@@H]1C	-3	1	4	i	-6
41	O=C(CCCc1ccccc1)NCCc1ccccc1	-6	-8	14	9.2	-5
42	CN1C(=O)NC2(O)C(=O)c3ccccc3C12O (stereo unspecified)	2	-2	20	0.4	-19
43	CCOc1ccc2[nH]c(=O)c(CN(Cc3ccco3)Cc3nnnn3Cc3ccccc3)cc2c1	4	-5	2	-4.8	-7
44	NC(=O)c1ccc(-c2nnn(CC(=O)N(C3CCCC3)C3CCS(=O)(=O)C3)n2)cc1 (stereo unspecified)	-2	3	-5	1.3	-3
45	Cc1ccc(CNC(=O)Cn2nnc(C(=O)Nc3cccc(C)c3C)c2N)cc1	-4	-9	7	-1.8	1
46	Fc1ccc(-c2cc3nc(-c4ccccc4)cc(N4CCOCC4)n3n2)cc1	-1	6	-4	-2.0	-22
47	Cc1cc(C)cc(NC(=O)CCc2nc3ccccc3[nH]2)c1	0	-4	-7	-7.2	-11
48	Cc1noc(C)c1C(=O)NCC1COc2ccccc2O1 (stereo unspecified)	5	-1	-1	-5.7	3

nr	3CLpro inhibitor	TcdB inh	Y pestis TopoI	MazEF act	VHR inh abs
37	-1	.	7	10	-6
38	-5	4.7	1	5	23
39	.	9.3	22	-1	.
40	.	0.0&0.6	2	4	.
41	-3	1.9	0	6	0
42	1	.	6	1	-4
43	2	1.8	8	1	18
44	.	0.9	-5	10	.
45	-2	0.8	-8	1	-14
46	4	.	-1	5	16
47	-3	.	0	-2	23
48	.	1.4	8	3	.

(further entries)
nr	smiles	PrPC TRFRET	Rv3671c protease	CCHF vOTU inh	Vc quorum ag	PriA SSB inh
49	CN(Cc1nccn1C)C(=O)CC1C(=O)NCCN1Cc1ccccc1C(F)(F)F (stereo unspecified)	6	-2	-3	-0.3	-2
50	COc1cc(C=O)ccc1OCC(=O)Nc1ccccc1N1CCOCC1	-2	.	-3	-0.6	-6
51	N#Cc1ccsc1NC(=O)COC(=O)c1cc(Br)ccc1O	2	-5	8	-0.1	-2
52	COc1ccc(Cl)c(Cn2c(NCCCO)nc3c2c(=O)n(C)c(=O)n3C)c1	-4	6	2	.	2
53	CCS(=O)(=O)Nc1cccc(-c2ccc3nnc(C)n3n2)c1	-22	-1	11	.	.
54	CCNc1nc(NCC)nc(N/N=C/c2ccc(N(C)C)cc2)n1	-4	-3	-23	1.4	.
55	CCCCC#Cc1ccc(C(=O)NNC(=O)Nc2ccccc2)o1	1	-29	-3	0.6	-6

nr	3CLpro inhibitor	TcdB inh	Y pestis TopoI	MazEF act	VHR inh abs
49	-11	1.2	1	5	39
50	0	0.9	4	2	15
51	5	-0.5	1	-10	4
52	6	.	1	3	14
53	0	0.3	.	.	10
54	2	2.5	-20	1	41
55	5	1.0	0	-6	37
